From PubChem
p53ts 39C tox: qHTS Screen for Compounds that Selectively Target Cancer Cells with p53 Mutations: Cytotoxicity of p53ts Cells at the Nonpermissive Temperature. Potency, µM (titrated, usually from 46.1 µM), for the others: top-dose activity change, negative = cell killing, hits mostly cytotoxic. H1299-p53A138V viability at 39C, ATP luminescence, 24 h. 1.5% of 130,000 active; note: nearly all actives have a fitted effect of over 55% in size
IkB sig inh: IkB Signaling; ABC-DLBCL IkBa-CBG/CBR dual luciferase ratio, 4 h; response scale: scaled: untreated 0%, proteasome inhibitor 100%; Potency, µM (series often up to 57.1 µM), inactives show top-dose IkBa stabilization activation; 0.04% of 110,000 active; AID 445, 2006; active = well fitted curve in the direction sought with a large enough effect in the signal ratio, not every such curve was filed as active; inconclusive = small, poorly fitted or top-dose-only effect, or a change in a side signal; the % refers to the signal ratio;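 note: the direction sought is a rising ratio; 0% = basal untreated cells and 100% = reference inhibitor full response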
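In this assay, an IκBα–CBG68 fusion accumulates when IKK-driven degradation is blocked; native CBR normalizes for cell number. OCI-Ly3 cells were treated 4 h with compound and doxycycline, then green and red light read after Chroma-Glo addition.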
p53ts 32C kill: qHTS Screen for Compounds that Selectively Target Cancer Cells with p53 Mutations: Cytotoxicity of p53ts Cells at the Permissive Temperature. 0.93% of 130,000 active. H1299-p53A138V at 32C, ATP luminescence viability, 24 h. Potency, µM (top dose mostly 46.1 µM), without a hit: at the top dose activity change, negative = cytotoxicity, hits mostly cytotoxic. AID 924, 2007;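 note: 0% = DMSO and -100% = full killing by reference compound; nearly all actives have a fitted effect of over 55% in size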
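Cells: H1299 p53ts (A138V), 600/well, pre-incubated 16–30 h at 37C. Cpd up to 46 uM, 24 h, 32C. Readout: ATPlite luminescence, 20 min RT. Normalization: DMSO vs tamoxifen 100 uM. AC50 by Hill equation.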
Imprint erasure: qHTS Assay for Compounds that Induce Erasure of Genomic Imprints; mouse ES Peg3-LacZ reporter, beta-gal luminescence, 40 h; Potency, µM (highest dose often 60.7 µM), without a hit: at the highest dose activity change, positive = activation, actives largely listed as activators; 0.02% of 110,000 active; AID 1948, 2009;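 note: 0% = negative control wells on the plate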
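Readout: BetaGlo luminescence (5 min, room temp) for LacZ from the normally silent maternal Peg3 allele in female Peg3LacZ-Neo ES cells. Cells 300/well, 40 h, 37C, 5% CO2. Data normalized per plate to negative controls.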
* marks the source's active call; other numbers are inactive results; u = inconclusive; x = not tested or not shown; [ ] = remark or other dose. Unless noted, calls come from the whole dose curve; as a rule, active = well fitted curve in the direction sought with a large enough effect; inconclusive = small, poorly fitted or top-dose-only effect, or another doubt; inactive = no such curve, though single readings can be large; an effect the other way counts as inactive or inconclusive. Unless noted, % is set by controls: 0 for no effect and ±100 for the full control effect; potency is the fitted concentration of half-maximal effect.

SMILES	p53ts 39C tox	IkB sig inh	p53ts 32C kill	Imprint erasure
COc1ccc(-c2cc(CCCC(=O)NCc3ccccn3)no2)cc1	u	-0.5%	u	-20%
CCc1ccc(CNc2ccc(N3CCN(C(C)=O)CC3)cc2)cc1	-8%	u	-9%	8%
CN(C)C(=O)c1ccc(-c2cc(N(C)Cc3ccco3)ncn2)cc1	-7%	0.0%[11.4 µM]	-1%	-15%
CCC(=O)N1CCc2cc(S(=O)(=O)NCCCN(CC)Cc3ccccc3)ccc21	-9%	0.8%	-2%	0%
COc1cc(C)c(S(=O)(=O)Nc2ccc(CC(=O)O)cc2)cc1C	-3%	3.6%	9%	-7%
CC(=O)N1CCc2cc(S(=O)(=O)NC(CC(C)C)C(=O)N3CCn4c3nc3ccccc34)ccc21 (stereo not drawn)	1%	1.6%	-9%	8%
CC(C)c1ccc(NC(=O)C2CCCN(S(=O)(=O)c3ccc(Br)s3)C2)cc1 (stereo not drawn)	-10%	u	4%	-17%[10.9 µM]
CCCCN(CC)C(=O)CN(C)S(=O)(=O)c1cccc2nsnc12	4%	0.0%	-9%	-8%
Cc1ccc(CNC(=O)C2CCN(S(=O)(=O)c3cccs3)CC2)o1	-2%	1.8%	13%	-8%
CCOc1ccc2c(c1)c(=O)c(C(=O)c1ccc(C)cc1)cn2Cc1ccccc1OC	-10%	u	26%	-10%[10.9 µM]
O=C(O)CCCCCNS(=O)(=O)c1c(Cl)cccc1Cl	-2%	2.5%	-4%	-3%
Cc1cccc(-n2nnnc2SCn2nnc3ccccc3c2=O)c1	-6%	2.1%	-4%	-1%
CC(=O)N1CCCc2cc(S(=O)(=O)N3CCCC(C(=O)N4CCN(c5ccccc5)CC4)C3)ccc21 (stereo not drawn)	-31%	u	-7%	-14%[10.9 µM]
COc1ccc2c(=O)c3c(=O)n(Cc4ccco4)c(C(C)C)nc3oc2c1	3%	-1.9%	10%	-8%
O=C(NCCc1ccc(Cl)cc1)C1CC(=O)N(C2CCCCC2)C1 (stereo not drawn)	5%	-0.2%	-5%	-6%
COc1ccc(C(=O)NCC(c2ccco2)S(=O)(=O)c2cccs2)cc1OC (stereo not drawn)	-11%	5.4%	6%	5%[10.9 µM]
NC[C@H](O)C1CCCCCCC1	-16%	-2.1%	u	x
CCOC(=O)c1c(S(=O)(=O)NCC(=O)Nc2ccc(Cl)c(C(F)(F)F)c2)c(C)n(C)c1C	-26%	u	1%	-11%[10.9 µM]
COC(=O)c1cc(NC(=O)CCS(=O)(=O)c2cc(Br)cc3c2N(C(=O)C2CC2)CC3)cc(C(=O)OC)c1	7%	u	10%	4%[10.9 µM]
CCCCN1CC(c2nc3ccccc3n2CCCCOc2c(C)cccc2C)CC1=O (stereo not drawn)	0%	u	-2%	-5%[10.9 µM]

Reformatted bar-delimited: part of the list above.
Structure | p53ts 39C tox | IkB sig inh | p53ts 32C kill | Imprint erasure
Cc1ccc(CNC(=O)C2CCN(S(=O)(=O)c3cccs3)CC2)o1 | -2% | 1.8% | 13% | -8%
CCOc1ccc2c(c1)c(=O)c(C(=O)c1ccc(C)cc1)cn2Cc1ccccc1OC | -10% | u | 26% | -10%[10.9 µM]
O=C(O)CCCCCNS(=O)(=O)c1c(Cl)cccc1Cl | -2% | 2.5% | -4% | -3%
Cc1cccc(-n2nnnc2SCn2nnc3ccccc3c2=O)c1 | -6% | 2.1% | -4% | -1%
CC(=O)N1CCCc2cc(S(=O)(=O)N3CCCC(C(=O)N4CCN(c5ccccc5)CC4)C3)ccc21 (stereo not drawn) | -31% | u | -7% | -14%[10.9 µM]
COc1ccc2c(=O)c3c(=O)n(Cc4ccco4)c(C(C)C)nc3oc2c1 | 3% | -1.9% | 10% | -8%
O=C(NCCc1ccc(Cl)cc1)C1CC(=O)N(C2CCCCC2)C1 (stereo not drawn) | 5% | -0.2% | -5% | -6%

Continued.
SMILES	p53ts 39C tox	IkB sig inh	p53ts 32C kill	Imprint erasure
CCc1ccc(OC(=O)CSc2nnc(-c3ccc4c(c3)OCO4)o2)cc1	9%	0.6%	-8%	-11%[10.9 µM]
CCCc1ccc(C(=O)CCC(=O)O)cc1	-5%	0.5%	-6%	-9%
CC(C)COc1ccc(C(=O)N2CCN(CCc3ccccn3)CC2)cc1	0%	1.1%	5%	-13%[10.9 µM]
CC(=O)n1c2ccccc2c2nc(NC(C)C)sc21	-27%	14%	-24%	-6%
Cc1[nH]c(=O)[nH]c(=O)c1S(=O)(=O)Nc1cccc(Cl)c1C	13%	1.4%	4%	-10%[10.9 µM]
COc1ccc(N2CCN(c3nc4c(c(=O)[nH]c(=O)n4C)n3Cc3ccccc3Cl)CC2)cc1	-2%	2.2%	4%	-3%
O=C(NC1CC(=O)N(c2ccc(Cl)cc2)C1)c1cccs1 (stereo not drawn)	-9%	3.1%	-8%	6%[10.9 µM]
CCc1cccc(C)c1NC(=O)CSc1nnc(CC)n2c1cc1occc12	-5%	-0.3%	2%	-19%[10.9 µM]
Cc1ccc(-n2c(SCc3nc(-c4ccc(Cl)cc4)no3)nnc2-c2ccncc2)cc1	-24%	u	16%	-49%[inhibitor][10.9 µM]
CCN(C(=O)NCc1noc2ccccc12)c1cc(C)ccc1C	-3%	4.9%	8%	-14%[10.9 µM]
O=C(c1ccco1)N1CCN(c2ncnc3sc4c(c23)CCC4)CC1	22%	u	6%	-30%[inhibitor]
CCn1cc(C(=O)OCC(=O)Nc2cccc(Cl)c2C)c(=O)c2ccc(C)nc21	21%	-2.9%	15%	8%[10.9 µM]
Cc1ccc(-n2nc(-c3ccc(N)cc3)cc2N)cc1	-14%	2.4%	-6%	0%
CC(C)(C)c1ccc(C(=O)NCC(c2cccs2)S(=O)(=O)c2ccccc2)cc1 (stereo not drawn)	-1%	-3.1%	2%	-6%[10.9 µM]
CC(=O)c1cccc(NC(=O)NCc2ccccn2)c1	-18%	0.1%	-8%	-18%
CCOc1ccc2nc(Cl)c(C3CC(c4ccc(OC)cc4)=NN3S(C)(=O)=O)cc2c1 (stereo not drawn)	6%	-1.0%	6%	-14%[10.9 µM]
CCOC(=O)/C=C1\SCC(=O)N1CC(=O)Nc1ccccc1OC(F)F	-2%	-0.8%	-6%	-6%
Cc1cccc(-c2cc(C(=O)O)c3c(-c4ccc(F)cc4)[nH]nc3n2)c1	-22%	-1.1%	-17%	-13%[10.9 µM]
O=C(NCCc1ccccc1)c1cccnc1N1CCCCCC1	-3%	0.8%	6%	-5%
Cc1ccc(Br)cc1S(=O)(=O)N1CCN(c2ccccc2)CC1	-6%	5.7%	5%	-13%
Cn1c(C(=O)N2CCCC2)cc2c(=O)n(C)c3ccccc3c21	11%	-2.5%	5%	-14%
CCCCNC(=O)CSc1nc2ccc(N3CCOCC3)cc2c(=O)n1CCc1ccccc1	13%	2.1%	3%	-4%
COc1ccccc1-c1nn(CCC(=O)Nc2ccccc2)c2nc(C)cc(C)c12	-2%	u	19%	u
CCc1ccc(CN(Cc2ccco2)C(=O)COc2ccccc2Cl)cc1	-16%	u	14%	-20%[10.9 µM]
COc1ccc(CNC(=O)c2ccc3c(c2)N(Cc2ccccc2F)C(=O)c2ccccc2S3(=O)=O)cc1	-7%	u	11%	1%[10.9 µM]
Cc1ccc(NCc2nnc(SCC(=O)Nc3cccc(O)c3)n2CC2CCCO2)c(C)c1 (stereo not drawn)	4%	0.8%	11%	-7%
Cc1ccc(-c2nc(CS(=O)(=O)CC(=O)NCc3ccccc3Cl)c(C)o2)cc1	-26%	u	-1%	-7%[10.9 µM]
CCN(CC)C(=O)CSc1nnc2ccc3ccccc3n12	21%	-0.3%	5%	9%[10.9 µM]
COc1ccc(S(=O)(=O)N2CCN(S(=O)(=O)c3ccc(C(F)(F)F)cc3)CC2)cc1C	3%	0.7%	0%	-3%
CCCN(CCC)C(=O)c1c(NC(=O)CC)sc2c1CCCCC2	4%	x	0%	x
Cc1nc(CSc2nc3[nH]ncc3c(=O)n2-c2ccccc2)cs1	5%	-0.9%	4%	3%
CCn1c(CNc2ccc(Cl)cc2)nnc1SCc1ccc(C)cc1	-27%	x	6%	x
O=C(O)Cn1cc2c(n1)CCCC2	-8%	-0.5%	1%	-2%
COc1cc2c(cc1NC(=O)COc1ccc(Br)cc1C)oc1ccccc12	12%	3.0%	0%	6%[10.9 µM]
CC1(C)CC(CCNC(=O)c2ccc(-n3cnnn3)cc2)CC(C)(C)N1	10%	-1.8%	3%	-10%
COC(=O)Cn1c(CN2CCC(Cc3ccccc3)CC2)nc2c1c(=O)n(C)c(=O)n2C	5%	0.9%	7%	-15%
CCOC(=O)CSc1nnc(CNC(=O)c2cccs2)n1-c1cccc(C)c1	-11%	1.1%	-7%	-1%
COC(=O)CCN(c1ccccc1)C(CNS(=O)(=O)c1ccccc1)c1ccccc1 (stereo not drawn)	-26%	u	26%	-6%[10.9 µM]
N#CCSc1ncccc1-c1nc2ccccc2[nH]1	12%	x	12%	x
CCC(=O)N1c2ccc(S(=O)(=O)N3CCC(C)CC3)cc2CC1C (stereo not drawn)	11%	1.5%	0%	-15%[10.9 µM]
COc1cccc(C(=O)Nc2ccc(-c3cn4cccnc4n3)cc2)c1OC	-21%	-1.3%	-10%	-10%[10.9 µM]
CC12CCCCC1c1ccccc1C(=NCC(=O)O)N2 (stereo not drawn)	7%	-0.4%	9%	7%
NC(=O)CCCCC(=O)OCCCc1cccs1	3%	-2.9%	9%	1%
O=C1c2ccccc2C(=O)N1CSc1nnnn1-c1ccccc1	-15%	-3.1%	-9%	-5%
Cn1cccc1Cc1nnc(SCC(=O)Nc2ccc3c(c2)OCCO3)n1CCc1ccccc1	1%	2.4%	22%	-17%
CC(=O)NCCn1c(SCc2ccccc2F)nc2ccccc2c1=O	-2%	-2.1%	1%	-12%
COc1ccc(NC(=O)C2CCCN(S(=O)(=O)c3cccc4cccnc34)C2)cc1 (stereo not drawn)	10%	u	-2%	-22%
Cc1ccc(OC(=S)Nc2ccc(O)cc2)cc1	-3%	x	-22%	x
Cc1ccc(-n2nnnc2-c2cnn(-c3ccc(F)cc3)c2C(F)(F)F)cc1	-10%	x	-8%	x
Cc1ccc(Nc2c(-c3cccnc3)nc3ccc(Cl)cn23)cc1	-5%	u	4%	3%[10.9 µM]
O=C(NCC(c1ccc2c(c1)OCO2)N1CCOCC1)c1cccc(Cl)c1 (stereo not drawn)	u	0.3%	-5%	-16%[10.9 µM]
CC(C)c1ccc(OCC(=O)Nc2ccc(S(=O)(=O)Nc3ncccn3)cc2)cc1	-21%	-2.3%	-24%	-2%[10.9 µM]
CCOc1ccc(-c2nc(SCC(=O)Nc3ccc4c(c3)OCO4)c(-c3ccc(F)cc3)[nH]2)cc1	u	2.6%	-14%	-10%[10.9 µM]
Cc1cc(N2CCC(C(=O)N(CC(C)C)CC(C)C)CC2)n2nc(C)c(-c3ccc(Cl)cc3)c2n1	-5%	-0.5%	-2%	u
COc1ccc(NC(=O)CSc2nc3nc(C)cc(C)n3n2)cc1	-8%	-2.7%	0%	-11%[10.9 µM]
COc1ccc(NC(=O)CCn2nnc(-c3ccc(C)cc3)n2)cc1OC	-1%	x	7%	x
COc1ccc(NC(=O)CN2c3cccc4cccc(c34)S2(=O)=O)cc1	-12%	0.7%	6%	-19%
CCOC(=O)N1CCN(C(=O)CN(c2ccc(C)cc2)S(=O)(=O)c2c(C)noc2C)CC1	-2%	1.2%	10%	-3%
O=S(=O)(NCc1csc(-c2ccccc2)n1)c1ccc(Cl)s1	19%	0.6%	29%	-15%
Cc1nc2nc(NC(=O)c3ccc(C(C)(C)C)cc3)[nH]n2c(=O)c1Cc1ccccc1	-10%	u	-4%	19%[10.9 µM]
Cc1nc2c(C(=O)NCCc3ccccc3)c[nH]n2c(=O)c1Cl	19%	-1.1%	13%	4%
Cc1nn(-c2ccccc2Cl)c(Cl)c1/C=N/Nc1cccc(C(=O)O)c1	11µM*	x	11µM*	x
CC(=O)NS(=O)(=O)c1ccc(NS(=O)(=O)c2ccc(F)cc2)cc1	6%	6.5%	3%	-13%

This is a random part of the collection, and some 1.7% of all compounds hit somewhere here.
